# Source: PubChem
# Tb PFK inh = qHTS Assay to Find Inhibitors of T. brucei phosphofructokinase; 0.17% of 330,000 active; AID 485367, 2010; T. brucei PFK, ADP-Glo luminescence; ATP-dependent 6-phosphofructokinase (Trypanosoma brucei brucei), O15648; Potency, µM (series often up to 57.5 µM), for inactives: at the highest dose activity, negative = inhibition, actives largely listed as inhibitors;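 note: potency is the fitted concentration of half-maximal effect; 0% = uninhibited 1x PFK enzyme wells and -100% = no-enzyme wells; nearly all actives have a fitted effect of over 60% in size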
# Target sequence (O15648 whole entry, looked up): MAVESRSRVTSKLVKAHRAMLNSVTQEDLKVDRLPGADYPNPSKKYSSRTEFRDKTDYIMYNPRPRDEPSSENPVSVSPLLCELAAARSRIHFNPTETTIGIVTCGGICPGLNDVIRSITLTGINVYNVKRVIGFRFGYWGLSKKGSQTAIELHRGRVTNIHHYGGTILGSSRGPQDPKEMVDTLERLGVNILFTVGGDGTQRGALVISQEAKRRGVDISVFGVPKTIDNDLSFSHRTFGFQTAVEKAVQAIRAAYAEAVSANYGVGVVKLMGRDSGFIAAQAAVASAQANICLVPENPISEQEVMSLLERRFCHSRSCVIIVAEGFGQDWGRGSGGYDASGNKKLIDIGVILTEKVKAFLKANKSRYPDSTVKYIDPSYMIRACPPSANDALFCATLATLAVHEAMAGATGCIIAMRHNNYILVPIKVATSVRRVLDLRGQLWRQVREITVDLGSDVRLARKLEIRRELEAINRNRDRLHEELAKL
#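 Luminescent ADP detection (ADP-Glo, two-step: ATP depletion then ADP-to-ATP conversion for luciferase) reported PFK activity after 45 min room-temperature reaction of 1.25 nM enzyme with 0.5 mM F6P and 0.1 mM ATP at pH 8.0.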
# KCNH2 3.1 inh = qHTS for Inhibitors of KCHN2 3.1: Mutant qHTS. Potassium voltage-gated channel subfamily H member 2, brain isoform KCNH2 3.1 (human). U2OS KCNH2 3.1, thallium flux FluxOr; stronger effect = lower value. activity change, % (tested at about 1.8 µM). 0.95% of 340,000 active. AID 720553, 2013;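 active = maximum activity change below -70%; inconclusive = maximum activity change from -70% to -50%; inactive = maximum activity change above -50%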;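 note: thallium influx rate constant from kinetic fluorescence after stimulation buffer; % is set by controls: 0 for no effect and ±100 for the full control effect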
#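 U2OS cells transduced with KCNH2 3.1 mutant virus (1.77 x 10^8 /mL, 4 h), plated overnight at 37 C, loaded 45 min with FluxOr dye plus Red40 quencher. Thallium flux rate constant from kinetic reads after stimulation buffer, normalised to controls.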
# ELG1 genotox = qHTS screen for small molecules that induce genotoxicity in human embryonic kidney (HEK293T) cells expressing luciferase-tagged ELG1; HEK293T ELG1-luciferase reporter, luminescence, 16 h; Potency, µM (highest dose often 46 µM), inactives show at the top dose activity change, positive = activation, usual class: activators; 1.3% of 330,000 active; note: potency is the fitted concentration of half-maximal effect; % of control where 0% means no effect; nearly all actives have a fitted effect of over 60% in size
#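 Reporter readout depends on ELG1 protein level, which increases with genetic stress. After 16 hr compound exposure at 37 °C, luciferase activity was quantified using ONE-Glo.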
# FLuc modulator = qHTS profiling assay for firefly luciferase inhibitor/activator using purifed enzyme and Km concentrations of substrates (counterscreen for miR-21 project). 6.9% of 360,000 active. Potency, µM (highest dose often 57.5 µM), inactives show at the highest dose activity change, negative = inhibition, hits mostly inhibitors. Luciferin 4-monooxygenase (Photinus pyralis), P08659. purified FLuc, Km substrates, luminescence inhibition;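 note: potency is the fitted concentration of half-maximal effect; plate controls were vehicle for no effect and reference inhibitor for full effect; nearly all actives have a fitted effect of over 55% in size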
# Target sequence (P08659 whole entry, looked up): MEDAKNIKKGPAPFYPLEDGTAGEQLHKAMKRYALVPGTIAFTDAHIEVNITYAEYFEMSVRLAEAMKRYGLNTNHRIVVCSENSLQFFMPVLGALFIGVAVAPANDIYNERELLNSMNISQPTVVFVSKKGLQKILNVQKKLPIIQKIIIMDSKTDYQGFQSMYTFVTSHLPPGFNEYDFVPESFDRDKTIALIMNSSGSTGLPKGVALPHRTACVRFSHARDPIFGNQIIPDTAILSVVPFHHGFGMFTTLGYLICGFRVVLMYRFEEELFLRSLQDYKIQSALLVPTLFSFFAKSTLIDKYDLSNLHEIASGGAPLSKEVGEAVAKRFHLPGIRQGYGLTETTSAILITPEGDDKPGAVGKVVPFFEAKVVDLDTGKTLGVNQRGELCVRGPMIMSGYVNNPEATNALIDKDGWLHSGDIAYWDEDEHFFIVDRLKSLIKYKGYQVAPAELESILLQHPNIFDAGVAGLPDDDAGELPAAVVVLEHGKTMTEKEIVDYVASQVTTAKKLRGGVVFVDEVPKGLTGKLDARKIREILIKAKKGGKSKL
#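 Purified P. pyralis luciferase (10nM final) with 10uM D-luciferin and 10uM ATP (Km levels) in 50mM Tris acetate pH 7.5, 10mM Mg acetate, 0.01% Tween-20, 0.05% BSA; qHTS 6-point titration, ~60 µM downward; luminescence read.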
# VP16 counter = VP16 counterscreen qHTS for inhibitors of ROR gamma transcriptional activity. Drosophila S2 Gal4-VP16 UAS-luciferase, luminescence, 20 h. Potency, µM (top dose mostly 53.6 µM), inactives show at the top dose activity, negative = inhibition, usual class: inhibitors. 3.5% of 310,000 active. AID 2546, 2010;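 note: Gal4-VP16 expression switched on by copper sulfate through the metallothionein promoter; potency is the fitted concentration of half-maximal effect; % is set by controls: 0 for no effect and ±100 for the full control effect; nearly all actives have a fitted effect of over 50% in size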
# Giardia killer = Small Molecules that selectively kill Giardia lamblia: qHTS. Giardia lamblia trophozoite viability. activity change, % at 7.66 µM, hits read low. 0.15% of 340,000 active; in the data active = activity change below about -80%; inconclusive = between about -30% and that limit;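 note: parasites exposed to compound for two days anaerobically before the ATP read; % is set by controls: 0 for no effect and ±100 for the full control effect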
#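 ATP-content bioluminescence gauges trophozoite survival. Cells (100/well) receive compound and incubate anaerobically for 48 hrs at 37 deg C; detection reagent follows for 15-30 min at room temperature.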
# RORgamma inh = qHTS for inhibitors of ROR gamma transcriptional activity; 5.4% of 310,000 active; Nuclear receptor ROR-gamma (Mus musculus), P51450; Potency, µM (highest dose often 53.6 µM), for the others: at the top dose activity change, negative = inhibition, hits mostly inhibitors; Drosophila S2 Gal4-RORgamma UAS-luciferase reporter, 20 h; note: potency is the fitted concentration of half-maximal effect; % is set by controls: 0 for no effect and ±100 for the full control effect; nearly all actives have a fitted effect of over 60% in size
#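 Read-out: Photinus luciferase luminescence; inhibitors lower reporter signal. Insect Schneider cells with Gal4-ROR gamma fusion under metallothionein promoter, UAS reporter; 700 uM final copper sulfate induction, 20 hr, ambient temperature.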
# Rab9 prom act = qHTS Assay for Rab9 Promoter Activators; AID 485297, 2010; 2.8% of 320,000 active; Huh7 Rab9 promoter-luciferase reporter, luminescence, 24 h; Potency, µM (series often up to 9.22 µM), without a hit: at the top dose activation, negative = inhibition, most hits filed as activators; note: potency is the fitted concentration of half-maximal effect; % of control where 0% means no effect; nearly all actives have a fitted effect of over 60% in size
#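 Luciferase signal after 10 min detection reagent at ambient indicates Rab9 promoter upregulation; stably transfected Huh7 cells were treated 24 h with compound in DMSO at 37 °C, 5% CO2.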
# NPC1 promoter act = qHTS Assay for NPC1 Promoter Activators. Huh7 NPC1 promoter luciferase reporter, 24 h. Potency, µM (doses to about 9.22 µM), for inactives: at the top dose activation, most hits filed as activators. 2.4% of 320,000 active;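 note: potency is the fitted concentration of half-maximal effect; % of control where 0% means no effect; nearly all actives have a fitted effect of over 60% in size; reporter is driven by a mutant NPC1 promoter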
#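 Cells: Huh7 expressing luciferase under the NPC1 promoter, 1500/well. Seeded 2 h, compound added, incubated 24 h at 37 °C. Luciferase reagent, 10 min ambient, then luminescence.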
# uPA generation = qHTS for Inhibitors of Cell Surface uPA Generation | cell surface uPA generation assay, qHTS | Potency, µM (highest dose often 38.3 µM), inactives show at the top dose activity change, negative = inhibition, hits mostly inhibitors | 0.31% of 330,000 active | AID 540303, 2011; active = well fitted inhibition curve with a large enough effect; inconclusive = small, poorly fitted or top-dose-only effect; inactive = no such curve, though single readings can be large or run the other way; tested in mouse RAW 264.7 cells; note: potency is the fitted concentration of half-maximal effect; % is set by controls: 0 for no effect and ±100 for the full control effect; nearly all actives have a fitted effect of over 55% in size
# FBPA coupling cs = qHTS Assay for Inhibitors of Fructose-1,6-bisphosphate Aldolase from Giardia Lamblia: Coupling assay counterscreen | coupling enzyme system counterscreen, AmpLite Red fluorescence | activity change, negative = inhibition, % at 58.2 µM, hits read low | 0.67% of 290,000 active | AID 2472, 2010; in the data active = activity change below about -30%; note: % is set by controls: 0 for no effect and ±100 for the full control effect
#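 First, compound is pin-transferred into glyceraldehyde-3-phosphate coupling-enzyme reagent at 57.5 uM final and held 10 min at RT. Next, substrate, coupling system and AmpLite Red are added. After 20 min RT, fluorescence (525/598 nm) is read.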
# Starred values were filed as active, the others as inactive; ? = inconclusive; nt = no result given; & = joins results of further samples; [ ] = dose if it differs, or a comment. Unless noted, calls come from the whole dose curve; as a rule, active = well fitted curve in the direction sought with a large enough effect; inconclusive = small, poorly fitted or top-dose-only effect, or another doubt; inactive = no such curve, though single readings can be large; an effect the other way counts as inactive or inconclusive.
SMILES,Tb PFK inh,KCNH2 3.1 inh,ELG1 genotox,FLuc modulator,VP16 counter,Giardia killer,RORgamma inh,Rab9 prom act,NPC1 promoter act,uPA generation,FBPA coupling cs
CC(NC(=O)c1cc(F)c(F)cc1Cl)C1CC2CCC1C2 (stereo not given),0%,6,-2%,3%,-16%,5,-1%,0%,2%,-5%,0
O=C(c1ccccc1F)N1CCN(S(=O)(=O)c2ccc3c(c2)OCCO3)CC1,-5%,-8,-4%,1%,1%,6,-15%,-3%,-1%,-22%,5
NC(=O)CSc1nnc(COc2ccccc2)n1Cc1ccco1,-12%,7,2%,2%,-9%,-4,-6%,-2%,-1%,1%,1
C=CCN1C(=O)/C(=C\c2ccc(Oc3nc(N4CCOCC4)nc(N4CCOCC4)n3)c(OC)c2)SC1=S,0%,-2,-12%,-20%,-1%,9,25%,2%,0%,-6%,3
CCOc1ccccc1C(=O)N[C@H](C(=O)NNC(=O)c1cccs1)C(C)C,3%,1,2%,nt,nt,-2,nt,nt,nt,9%,nt
CC1(C)CC2(CCO1)OC(=O)CC2C(=O)Nc1ccc(Br)cc1 (stereo not given),-4%,-26,-3%,1%,-1%,-6,9%,-2%,-4%,-2%,2
O=C(Nc1ccc(C(=O)NN2C(=O)c3ccccc3C2=O)cc1)c1ccccc1,1%,5,0%,-3%,-21%,-6,-17%,4%,0%,1%,5
COc1ccccc1NC(=O)CN1CCN(c2ccccc2F)CC1,0%,-2,-5%,1%,-2%,16,-10%,-2%,-6%,1%,1
CC(=O)c1c(N)nc2n(c1=O)CCCCC2,5%,3,3%,-1%,-18%,8,14%,-5%,-2%,2%,6
Cc1cc(NC(=O)C(C)SCC(=O)Nc2cc(C(F)(F)F)ccc2N2CCOCC2)no1 (stereo not given),-7%,-4,3%,0%,nt,1,nt,1%,2%,2%,nt
Cc1ccc(C(=O)NC2CCN(S(=O)(=O)c3ccccc3F)CC2)cc1,0%,4,-3%,0%,-3%,8,-34%[1.91 µM],-4%,1%,-1%,2
Cc1ccc(C(C(=O)NC2CCCC2)N(C(=O)CCC(=O)Nc2cc(C)on2)c2ccccc2)cc1 (stereo not given),-6%,20,11%,4%,-5%,-6,-12%,-10%,-1%,-2%,-1
C/C(=N\NC(=S)NC(C)C)c1ccccc1OC(F)F,-2%,3,-11%,-2%,5.6µM*,2,1.8µM*,0%,-6%,-8%,-4
CCOC(=O)c1c(C)[nH]c(C)c1C(=O)COC(=O)COc1ccc(Cl)c(C)c1,-8%,4,2%,5%,nt,16,nt,-4%,0%,0%,nt
Cc1noc(C)c1C(=O)OCC(=O)c1c[nH]c2ccccc12,4%,1,6%,?,20%,-6,26%,-5%,14%,2%,-2
CCOC(=O)c1sc2c(c1C)c(=O)n(Cc1ccccc1)c(=O)n2CCN(C)C,-2%,-109*,2%,3%,8%,15,5%,2%,0%,-9%,3
CCN(CC)C(=O)c1scc2c1OCCO2,9%,24,-2%,11%,3%,17,-3%,-1%,-1%,0%,3
Cc1ccc(N(Cc2ccc(C(=O)NCC3CCCO3)cc2)S(C)(=O)=O)cc1C (stereo not given),-7%,10,-9%,-2%,-2%,-16,-9%,-3%,-2%,5%,2
O=C(Nc1ccc2ccccc2n1)c1ccccc1,0%,14,?,2.4µM*,-18%,-2,-9%,0.89µM*,2.2µM*,?,-2
Cc1ccn2c(=O)nc(SCC(=O)NCc3ccco3)nc2c1,?,0,1%,-1%,nt,1,nt,-3%,0%,-1%,nt
CC1CCCN(C(=O)COC(=O)c2ccc(=O)n(Cc3ccccc3)n2)C1 (stereo not given),-2%,5,1%,3%,nt,-8,nt,-4%,1%,12%,nt
O=C1CN(C(=O)COC(=O)CCSc2ccccc2Cl)c2ccccc2N1,3%,4,3%,1%,-2%,-2,?,3%,-1%,3%,-4
COc1cccc(/C=C2/SC(=S)N(CC(=O)NC3C=CS(=O)(=O)C3)C2=O)c1 (stereo not given),0%,24,1%,6.7µM*,?,7,-21%,-2%,-2%,?,1
CCC(Sc1nc2ccccc2s1)C(=O)Nc1cc(C)on1 (stereo not given),0%,-1,-1%,0%,-6%,-21,?,-4%,0%,3%,0
Cc1ccc(/C=N/Nc2ncc(Cl)cc2Cl)s1,1%,-10,?,6µM*,7.1µM*,-5,4.5µM*,?,3.5µM*,-14%,-3
OCc1cn(-c2ccccc2)nc1-c1ccco1,3%,12,?,17µM*,8%,-16,17%,24%,?,-23%,-1
CC(C)(C)NC(=O)C(c1ccncc1)N(C(=O)Cn1nnc(-c2cccs2)n1)C1CCCCC1 (stereo not given),-1%,0,7%,2%,-1%,-22,?,-1%,-1%,-7%,-1
COc1ccc(NC(=O)CN(C)S(=O)(=O)c2ccccc2)cc1,-4%,-14,14%,?,?,11,?,15%,13%,nt,0
COc1ccc(/C=C/c2n[nH]c(=O)c(C#N)c2C)cc1,-3%,3,2%,0%,-14%,-18,-18%,5%,6%,-4%,1
CC(C)CN(CCNC(=O)CN1C(=O)CSc2ccc(S(=O)(=O)N3CCOCC3)cc21)CC(C)C,1%,1,12%,-1%&-1%,9%,-4,-5%,-2%,-8%,-6%,2
O=C(O)COc1c(-c2ccco2)oc2ccccc2c1=O,1%,12,1%,?,5%,4,7%,-5%,-5%,1%,1
Cc1cccc(/C(N)=N/OC(=O)CCC2CCCCC2)c1,0%,4,?,6µM*,1%,9,?,10%,14%,6%,-1
CC(Sc1ccc(Cl)cc1)C(=O)NCC1CCCO1 (stereo not given),-10%,5,-3%,0%,-9%,41[activator],25%,1%,0%,0%,0
COc1ccc(N2C(=O)CCC(C(=O)N3CCN(c4ccccn4)CC3)C2c2ccc(F)cc2)cc1 (stereo not given),4%,-3,-26%,0%,-1%,-3,-6%,-2%,-1%,-3%,3
O=C(CCCN1C(=O)/C(=C/c2cccs2)SC1=S)NNC(=O)c1cccnc1,?,6,0%,-8%,?,15,-17%,0%,-2%,-16%,5
C#CCOCCOCCOCCNc1nc(N2CCN(C(=O)Cn3cc(CCCN=C(N)N)nn3)CC2)nc(N2CCN(C(=O)[C@H]([C@@H](C)CC)n3cc(CCCCN)nn3)CC2)n1,-9%,-37,-1%,0%,nt,-6,nt,2%,-6%,5%,nt
S=c1[nH]nc(Cc2n[nH]c(=S)n2-c2ccccc2)n1-c1ccccc1,-15%,-1,-2%,4%,-14%,12,23%,-5%,-4%,14%,5
N#CC(C#N)=C(Nc1ccc(F)cc1)SCc1cccc(Br)c1,12%,5,-8%,4%,7.9µM*,11,?,-40%[inhibitor],-22%,-16%,-1
CC(NC(=S)Nc1ccc(Cl)cc1Cl)C(c1cccs1)N1CCCC1 (stereo not given),-1%,-9,-5%,2%,?,-29,11µM*,-6%,-1%,-4%,-1
O=C(O)c1cc([N+](=O)[O-])c(NCCC2=CCCCC2)c([N+](=O)[O-])c1,-16%,-1,?,?,7%,1,9%,-5%,-1%,13%,15
O=C(c1ccc(N2CCN(C(=O)c3ccc(F)c(F)c3)CC2)cc1)c1cccc(F)c1,0%,1,16%,-5%,?,17,1.8µM*,15%,-1%,-12%,nt
COc1ccc(CCNC(=O)CC(NC(=O)c2ccccc2Cl)c2ccccc2)cc1 (stereo not given),0%,-11,0%,-1%,-13%,11,4%,-3%,2%,1%,2
CCCCn1nc2cc(C(=O)NCCc3cccs3)ccc2c1OCC,-10%,2,5%,-15%,19%,-25,40%,21%,?,-7%,-2
COc1ccc2c(c1)CCc1c(C(=O)N3CCc4ccccc4C3)noc1-2,2%,20,?,?,-9%[0.365 µM],3,?,-3%,-4%,7%,-4
CN(C(=O)COC(=O)c1cn(-c2ccccc2)nc1-c1ccccc1)C1CCS(=O)(=O)C1 (stereo not given),0%,-1,-1%,?,3%,12,35%,11%,-4%,1%,-3
CC(C)CN(C(=O)CCc1ccccc1)c1c(N)n(CC(C)C)c(=O)[nH]c1=O,5%,-15,-3%,5%,-7%,10,11%,-5%,-3%,11%,2
